Compound activity: PubChem, Sanford-Burnham Center for Chemical Genomics
SENP7 block: SENP7 protease inhibitors, primary screen, biochemical, luminescence, uHTS; Sentrin-specific protease 7 (Homo sapiens), Q9BQF6; recombinant SENP7, Z-RLRGG-aminoluciferin luminescence, 40 min; inhibition, % at 5 µM; 330,000 compounds, 1.5% hits; AID 434973, 2010;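 active = inhibition above about 50% at the single test dose, limit read from the data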;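 also: plate controls were DMSO with enzyme for no effect and no enzyme buffer wells for full effect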
MPTP block: mitochondrial permeability transition pore inhibitors, primary screen, biochemical, isolated mouse mitochondria, absorbance; 360,000 compounds, 1.4% hits; Ca2+ swelling absorbance, 30 min; inhibition, % at 10 µM;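 active = inhibition of 50% or more, scaled per plate between neutral and stimulator controls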;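 also: 0% = DMSO wells given calcium and 100% = 1 mM EGTA wells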
ATG4B inhibitor: ATG4B protease inhibitors, primary screen, biochemical, fluorescence, uHTS | ATG4B cleavage of LC3-PLA2, NBD-HPC fluorescence, 1 h | inhibition, % at 8.33 µM | 340,000 compounds, 0.51% hits | AID 504462, 2011; in the data active = inhibition above about 40%
SENP8 block: human SENP8 protease inhibitors, primary screen, biochemical, fluorescence, Nedd8 protein substrate, uHTS | inhibition, % at 20 µM | recombinant SENP8 | 360,000 compounds, 0.64% hits | AID 602440, 2012 | Sentrin-specific protease 8 (Homo sapiens), Q96LD8; in the data active = inhibition mostly above about 40%, no sharp cut-off; inactive = mostly below about 27%
Target sequence (Q96LD8 whole entry, looked up): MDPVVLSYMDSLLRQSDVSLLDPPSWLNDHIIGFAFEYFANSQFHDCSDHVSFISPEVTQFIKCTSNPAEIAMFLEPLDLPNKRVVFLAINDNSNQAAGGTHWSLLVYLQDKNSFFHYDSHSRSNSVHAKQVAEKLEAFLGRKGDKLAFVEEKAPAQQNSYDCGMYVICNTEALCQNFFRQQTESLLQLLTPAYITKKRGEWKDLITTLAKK
NR3A LBD binder: binders of NR3A ligand-binding domain, primary screen, biophysical, differential scanning fluorimetry, uHTS | NR3A LBD differential scanning fluorimetry, Tm shift; 0% = protein alone, 100% = glycine-bound protein | 340,000 compounds, 2.5% hits | Glutamate receptor ionotropic, NMDA 3A (GRIN3A) ligand-binding domain | AID 1259313, 2017 | Tm shift relative to glycine control, % at 25 µM;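 active = melting temperature shift of at least 10% of the positive control shift, at one fixed dose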
HKDC1 inhibitor: HKDC1 hexokinase inhibitors, primary screen, biochemical, fluorescence, uHTS | Q2TB90 | recombinant HKDC1, G6PDH/diaphorase resazurin coupled fluorescence | inhibition, % at 20 µM | 340,000 compounds, 0.16% hits | AID 493160, 2011;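 active = inhibition above about 35% when tested at 20 µM, limit read from the data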;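 also: plate controls were DMSO wells with enzyme for no effect and DMSO wells lacking enzyme for full effect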
Target sequence (Q2TB90 whole entry, looked up): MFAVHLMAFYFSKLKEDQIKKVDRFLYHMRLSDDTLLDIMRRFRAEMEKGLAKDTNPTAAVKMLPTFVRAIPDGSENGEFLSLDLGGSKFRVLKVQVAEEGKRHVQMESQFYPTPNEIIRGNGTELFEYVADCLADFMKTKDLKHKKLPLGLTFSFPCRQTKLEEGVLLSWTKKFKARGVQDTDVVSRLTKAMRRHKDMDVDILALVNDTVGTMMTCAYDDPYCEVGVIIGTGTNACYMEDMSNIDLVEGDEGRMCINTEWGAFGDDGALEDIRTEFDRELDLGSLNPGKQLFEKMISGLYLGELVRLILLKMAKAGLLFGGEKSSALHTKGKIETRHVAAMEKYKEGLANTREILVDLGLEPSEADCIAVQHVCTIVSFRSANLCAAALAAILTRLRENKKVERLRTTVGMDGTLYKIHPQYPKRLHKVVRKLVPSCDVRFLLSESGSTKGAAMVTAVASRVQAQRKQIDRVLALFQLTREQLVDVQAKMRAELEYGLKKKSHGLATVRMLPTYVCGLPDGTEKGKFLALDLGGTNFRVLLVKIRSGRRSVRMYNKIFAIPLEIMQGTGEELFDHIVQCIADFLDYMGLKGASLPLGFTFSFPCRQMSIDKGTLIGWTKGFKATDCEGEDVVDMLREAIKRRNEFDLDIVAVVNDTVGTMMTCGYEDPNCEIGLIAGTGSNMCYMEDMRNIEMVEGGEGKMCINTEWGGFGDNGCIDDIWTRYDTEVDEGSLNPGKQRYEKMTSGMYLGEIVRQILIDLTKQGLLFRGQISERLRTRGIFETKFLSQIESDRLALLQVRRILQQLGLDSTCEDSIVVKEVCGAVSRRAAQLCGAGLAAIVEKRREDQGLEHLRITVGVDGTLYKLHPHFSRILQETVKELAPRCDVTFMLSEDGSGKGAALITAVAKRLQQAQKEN
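Assay system – recombinant HKDC1 (HK5) hexokinase enzyme, produced in-house · Input – HKDC1 at 5 µg/mL · Reagent – glucose plus 1 mM ATP as hexokinase substrates · Timing – 90 min reaction incubation at room temperature, dark · Measured by – G6PDH/diaphorase-coupled fluorescence, 1 mM NADP, 100 µM resazurin, 525/613 nm · Benchmarks – DMSO-enzyme wells negative, buffer-substituted wells positive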
SENP6 inh: SENP6 protease inhibitors, primary screen, biochemical, luminescence, uHTS; Sentrin-specific protease 6 (Homo sapiens), Q9GZR1; Recombinant SENP6 catalytic domain, aminoluciferin luminescence; 330,000 compounds, 1.8% hits; inhibition, % at 10 µM;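 active = inhibition above about 50% at the single tested dose, limit read from the data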;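 also: plate controls were DMSO wells with enzyme for no effect and DMSO wells lacking enzyme for full effect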
PfGluPho inh: PfG6PD enzyme inhibitors, primary screen, biochemical, fluorescence intensity, uHTS; PfGluPho enzyme, NADPH resazurin-diaphorase fluorescence; glucose-6-phosphate dehydrogenase-6-phosphogluconolactonase (Plasmodium falciparum 3D7); inhibition, % at 20 µM; 350,000 compounds, 0.78% hits;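 active = inhibition reaching at least a set limit at 20 µM in the primary screen, cut at about 59% in these data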;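 also: 0% = DMSO wells with substrate and 100% = DMSO wells lacking glucose-6-phosphate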
Active calls of the source: *; nt = no result given.

SMILES	SENP7 block	MPTP block	ATG4B inhibitor	SENP8 block	NR3A LBD binder	HKDC1 inhibitor	SENP6 inh	PfGluPho inh
O=C(CN1CCN(c2ccccn2)CC1)Nc1ccc(F)cc1	5	-4.0	-11	6	0	-8	-9	-28
COc1ccccc1C(=O)Nc1ccc(Br)c2cccnc12	-3	0.7	-1	-311	21*	-1	4	7
CC1CC(C)(C)CC2(C1)NC(=O)N(CC(=O)N1CCN(S(=O)(=O)c3cccs3)CC1)C2=O (centres undefined)	2	-1.1	-7	-6	0	-8	-4	13
O=C1c2ccccc2NC(c2ccc(Cl)cc2Cl)N1O (centres undefined)	2	0.3	3	-55	-1	-15	1	-36
CC(=O)c1ccc(NC(=O)Cn2cnc(S(=O)(=O)N3CCCC3)c2)cc1	17	-1.0	-8	10	0	2	-2	-7
O=C1CCCN1c1ccc(S(=O)(=O)Oc2cccc(Cl)c2)cc1[N+](=O)[O-]	-3	-2.1	-2	21	-5	0	5	1
Cn1cccc1C(=O)OCC(=O)NCCCc1ccccc1	-6	-0.1	0	7	-1	-6	-9	12
Cc1nc(SCC(=O)Nc2cc(C(N)=O)cc(C(N)=O)c2)c2c(C)c(C)sc2n1	7	0.7	-1	-1	0	2	0	11
O=Cc1c(NCc2ccc(F)cc2)c2ccccc2[nH]c1=O	8	0.5	0	6	1	-1	-29	-10
O=C(O)CCNS(=O)(=O)c1ccccc1	-2	2.5	6	6	-2	6	-3	-9
O=C(CN1CCCc2ccccc21)NC(=O)NCc1ccccc1	2	0.6	-4	4	-4	-4	-18	14
CCCCCSc1nnc2c(n1)OC(c1cccn1C)N(C(C)=O)c1ccccc1-2 (centres undefined)	-11	-0.7	2	21	0	-4	-31	3
COc1cc(C(=O)N(C)CC2CCN(CCc3cccc(C(F)(F)F)c3)CC2)ccc1C	12	81*	-13	7	-3	-6	1	1
CCCn1c2ccccc2c2nc3ccccc3nc21	-3	-0.5	-3	-455	6	4	1	23
C=C1CCC[C@]2(C)C[C@H]3OC(=O)C(CN4CC(C)OC(C)C4)[C@H]3C[C@@H]12 (some centres undefined)	-3	1.3	1	13	-3	3	-3	-9
O=C(NCCc1ccc(F)cc1)C1CCN(C(=O)Nc2ccccc2)CC1	-7	-0.9	2	5	-1	-1	-3	-5
Cc1cccc(NC(=O)CCNS(=O)(=O)c2ccc(Cl)cc2)c1	-6	0.5	-6	10	-2	-1	-15	-2
S=C(c1ccc(-c2cccc(Cl)c2)o1)N1CCCCC1	-14	1.9	-4	15	0	10	-25	2
Cc1ccc(NC(=O)CSc2ncnc3ccccc23)cc1S(=O)(=O)N1CCOCC1	8	24	-7	-27	1	-21	9	0
CN(C)C(=O)/C(=C/c1ccc(-c2cccc([N+](=O)[O-])c2)o1)NC(=O)c1ccccc1	-9	0.3	-7	17	7	-11	24	24
CC(=O)N(C)c1ccc(NC(=O)CCN2C(=O)c3ccccc3C2=O)cc1	2	0.9	0	20	3	-6	-16	6
CS(=O)(=O)N1CCc2cc(C(=O)Nc3cccc([N+](=O)[O-])c3)ccc21	-4	-1.1	-9	15	31*	0	6	18
CCc1ccc2c(c1)cc(CN(Cc1ccco1)C(C)=O)c1nnnn12	-4	-1.0	2	3	0	-2	-9	-15
CCN(CC)S(=O)(=O)c1ccc(N2CCOCC2)c(NC(=O)c2cc([N+](=O)[O-])ccc2Cl)c1	-6	0.5	-10	14	1	1	-14	7
CCOC(=O)C1CCN(C(=O)c2cc3cc(Cl)ccc3[nH]2)CC1	-2	2.0	-7	-12	nt	4	-6	-11

Next section.
SMILES	SENP7 block	MPTP block	ATG4B inhibitor	SENP8 block	NR3A LBD binder	HKDC1 inhibitor	SENP6 inh	PfGluPho inh
Cc1cccc(NC(=O)CN2CCc3cc4c(cc3C2)OCCCO4)c1	-3	-0.9	2	22	-3	-3	14	-7
O=C(Oc1ccccc1)N1CCN(C(=O)c2ccco2)CC1	-5	-0.2	5	16	1	-3	-3	-14
CN(Cc1ccccc1)C(=O)C1CCC(CNS(=O)(=O)c2cccc3cccnc23)CC1 (centres undefined)	-1	2.2	-9	30	-2	-9	0	-2
COc1ccc(Cl)cc1NC(=O)CN(C)C(=O)c1ccc(N2CCCCC2)c([N+](=O)[O-])c1	11	5.7	0	12	-2	3	1	3
COc1ccc(/C(N)=N/OC(=O)c2cccc([N+](=O)[O-])c2)cc1OC	-13	0.5	-4	33	-2	-5	-13	9
O=C(c1ccc2c(c1)OCO2)N1CCc2ccccc21	8	-0.6	-6	0	-2	-6	9	13
O=c1c2[nH]cnc2n(-c2cccc(F)c2)c(=O)n1Cc1ccccc1	-3	1.7	-3	2	0	-7	-16	-8
O=C(O)C1C2C=CC(C2)C1C(=O)Nc1cccc(F)c1 (centres undefined)	-9	-2.1	0	-172	-1	-7	0	-12
CN(C)/C=N/C(=S)Nc1cc(Cl)cc(Cl)c1	6	-1.4	-6	5	1	-5	5	-3
CCN(CC)Cc1c(C(=O)N/N=C/c2ccc(OCc3ccccc3C)cc2)nnn1-c1nonc1N	-17	1.7	3	-6	33*	0	7	13
COCCNC(=O)C(OC(=O)c1ccco1)c1ccccc1Cl (centres undefined)	3	1.0	1	9	-1	-5	11	5
O=C(CSC1=Nc2ccccc2C2CC=NN12)Nc1ccc(F)cc1Cl (centres undefined)	10	-1.0	3	26	-9	1	-6	-10
COc1ccc(-c2cn3cccnc3n2)cc1NC(=O)C1CCCC1	2	-0.2	1	-258	1	1	-1	5
CCCc1ccc(S(=O)(=O)N2CCN(Cc3ccco3)CC2)cc1	16	0.1	9	7	4	-5	-12	-15
CN(C)c1ccc(CNC2C3CC4CC(C3)CC2C4)cc1 (centres undefined)	-1	-0.1	2	10	-2	-6	7	-6
CC(C)C(=O)Nc1c2c(nn1-c1ccccc1)CSC2	-1	-1.6	-1	9	0	-9	-4	13
O=C(O)c1ccc(CNC(=O)c2ccc3c(c2)OCCO3)cc1	8	-0.2	0	8	-1	-3	-6	-7
COc1ccc2c(c1OC)C(=O)OC2Nn1cncn1 (centres undefined)	1	-1.5	8	-20	-1	12	-16	-14
COc1ccc(OC)c(S(=O)(=O)Nc2ccccc2C(=O)N2CCCCC2)c1	-6	0.2	-2	14	1	1	-7	-10
Cc1ccc(N(CCC#N)C(=O)CSc2nc3ccccc3c(=O)[nH]2)cc1	-3	-2.2	-5	11	1	3	-4	11
NC(=O)C(CC(=O)O)NC(=O)[C@@H]1CCOc2c(I)cc([N+](=O)[O-])cc2C(=O)N[C@@H](CO)C(=O)N[C@@H](Cc2ccc(O)cc2)C(=O)N1 (some centres undefined)	3	nt	3	nt	2	3	0	-22
NC(=O)c1ccsc1NC(=O)COC(=O)c1ccncc1	-2	-0.6	-9	-1	0	0	-5	0
Cc1nnc(SCCn2c(N3CCC(Cc4ccccc4)CC3)nc3c2c(=O)[nH]c(=O)n3C)s1	5	nt	10	nt	-3	5	-9	-3
COc1cc(/C=C/CO)cc(OC)c1OC/C=C(\C)CCC=C(C)C	2	2.2	-3	19	-7	7	0	18
CCOC(=O)c1ccc(NC(=O)CSc2nnc(-c3cccs3)n2C)cc1	4	1.3	-17	18	2	-4	1	-2

Part of the list above, in markdown:
| SMILES | SENP7 block | MPTP block | ATG4B inhibitor | SENP8 block | NR3A LBD binder | HKDC1 inhibitor | SENP6 inh | PfGluPho inh |
| --- | --- | --- | --- | --- | --- | --- | --- | --- |
| COc1ccc(/C(N)=N/OC(=O)c2cccc([N+](=O)[O-])c2)cc1OC | -13 | 0.5 | -4 | 33 | -2 | -5 | -13 | 9 |
| O=C(c1ccc2c(c1)OCO2)N1CCc2ccccc21 | 8 | -0.6 | -6 | 0 | -2 | -6 | 9 | 13 |
| O=c1c2[nH]cnc2n(-c2cccc(F)c2)c(=O)n1Cc1ccccc1 | -3 | 1.7 | -3 | 2 | 0 | -7 | -16 | -8 |

The list goes on.
SMILES	SENP7 block	MPTP block	ATG4B inhibitor	SENP8 block	NR3A LBD binder	HKDC1 inhibitor	SENP6 inh	PfGluPho inh
O=C(CN1CCC(n2nnc3cc(C(F)(F)F)ccc32)CC1)N1CCc2ccccc21	12	1.0	1	1	-1	-6	-26	6
CCCCN(C)CCNC(=O)CCNC(=O)Cn1ccc2ccccc2c1=O	-5	-1.8	-11	-2	2	-5	-30	9
CCCCCCN1C=CC(=C2C(=O)c3ccccc3C2=O)C=C1	76*	-3.2	-8	17	-6	-1	87*	0
CC1(C)c2[nH]c3ccccc3c2C[C@H]2C(=O)N(CCCO)CC(=O)N21	0	-0.1	-9	2	3	-1	4	7
CCOc1cc(/C=N/NC(=O)C(O)(c2ccccc2)c2ccccc2)ccc1OC(=O)c1ccco1	3	1.1	7	25	-2	0	0	15
CC(=O)N1N=C(c2ccccc2)CC1c1cn(C)c2ccccc12 (centres undefined)	4	0.9	0	-37	8	3	-2	-17
CC1CN(c2sc(S(C)(=O)=O)nc2S(=O)(=O)c2ccc(Cl)cc2)CC(C)O1 (centres undefined)	-7	-0.1	2	11	0	-3	-2	-2
CCCN(CCC)CCNC(=O)Cn1cnc2sc(C)c(S(=O)(=O)N3CCOCC3)c2c1=O	7	-2.0	2	24	-1	-4	14	2
CC1(C)OC(=O)C=C(CC2NS(=O)(=O)OC3CCCCC23)O1 (centres undefined)	1	-0.5	1	15	-3	-5	-9	-6
CCCCn1c(N)c(N(CC(C)C)C(=O)c2ccc3c(c2)NC(=O)C(C)S3)c(=O)[nH]c1=O (centres undefined)	6	-0.5	9	-7	-1	-6	10	0
OCC1OC(n2cnc3c(NCc4ccccc4O)ncnc32)C(O)C1O (centres undefined)	nt	-1.6	4	11	-2	-3	nt	3
O=C(CN1CCN(C(=O)CNC(=O)c2ccc3c(c2)OCO3)CC1)Nc1ccc(F)cc1	5	-0.1	-9	0	-5	3	-8	6
CCC(C)NC(=O)C1CCCN(S(=O)(=O)c2ccc3c(c2)CC(C)N3C(=O)C2CC2)C1 (centres undefined)	-2	-1.6	-2	6	0	-5	9	-3
Cc1cc(N/N=C(/CCC(=O)O)C(=O)O)nc2ccccc12	-3	0.8	6	-30	-2	-2	-27	17
COc1ccc([C@@H]2CC=C(C(=O)O)CN2S(=O)(=O)c2ccc(Cl)cc2)cc1	1	0.5	0	1	2	1	10	-15
O=C1c2ccccc2NC(c2ccccn2)N1c1ccc(Cl)cc1 (centres undefined)	0	-6.7	-1	-418	0	-9	3	-16
CC(=O)c1c(OC(=O)c2ccccc2)c2ccccc2n1C	-2	-0.8	10	11	2	-7	9	7
Cc1ccccc1Nc1c(-c2ccc(N3CCOCC3)cc2)nc2ncccn12	8	3.3	-8	-94	-1	-6	1	16
CS(=O)(=O)N(CC(=O)NCCSCc1ccccc1)c1ccccc1Br	9	3.8	-6	22	-2	-4	12	10
Cc1ccc(NC(=O)CC2SCCNC2=O)cc1Cl (centres undefined)	-4	26	-7	11	-1	-5	4	28
COc1ccc(-n2nc3cc(C)c(NC(=S)NC(=O)c4ccccc4C)cc3n2)cc1	0	1.2	-6	-311	3	16	20	4
O=C(CNC(=O)c1ccccc1F)N/N=C\C=C\c1ccccc1	-2	-1.3	-3	11	0	-3	-6	10
COc1ccc(CCNC2CCN(C)CC2)cc1OC	3	0.0	9	14	1	-3	2	-17
CCC(CC)C(=O)NCCc1cc2c(OC)ccc(OC)c2[nH]c1=O	-5	-1.5	1	-138	2	-3	-6	-7
CCN(CC)c1ccc(/C=N/N=C(N)N)c(O)c1	4	1.9	-2	-207	0	2	-8	6
